Screening results: PubChem, several laboratories
HIF act: HIF pathway transcriptional activation; U2OS HRE-luciferase reporter, luminescence; normalized: DMSO 0%, desferrioxamine 100%; activation, % at 7.5 µM (by protocol); actives 0.32% (n = 300,000); AID 1910;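 active means mean activation of at least 10% of the iron chelator positive control signal, with at least half of replicates also reaching 10%; inconclusive means mean and replicate majority disagree about reaching 10%; inactive means mean and most replicates under 10%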
TRPC4 inh: blocks the mouse TRPC4 cation channel. B-score at 10 µM. actives 0.39% (n = 300,000). Q9QUQ5. HEK293 TRPC4beta/mu-opioid, DAMGO-evoked Fluo4 calcium flux; stronger effect = lower value;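 active means B-score over 3 SD under the library average, no early fluorescence shift, positive overall ratio signal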
Target sequence (Q9QUQ5 whole entry, looked up): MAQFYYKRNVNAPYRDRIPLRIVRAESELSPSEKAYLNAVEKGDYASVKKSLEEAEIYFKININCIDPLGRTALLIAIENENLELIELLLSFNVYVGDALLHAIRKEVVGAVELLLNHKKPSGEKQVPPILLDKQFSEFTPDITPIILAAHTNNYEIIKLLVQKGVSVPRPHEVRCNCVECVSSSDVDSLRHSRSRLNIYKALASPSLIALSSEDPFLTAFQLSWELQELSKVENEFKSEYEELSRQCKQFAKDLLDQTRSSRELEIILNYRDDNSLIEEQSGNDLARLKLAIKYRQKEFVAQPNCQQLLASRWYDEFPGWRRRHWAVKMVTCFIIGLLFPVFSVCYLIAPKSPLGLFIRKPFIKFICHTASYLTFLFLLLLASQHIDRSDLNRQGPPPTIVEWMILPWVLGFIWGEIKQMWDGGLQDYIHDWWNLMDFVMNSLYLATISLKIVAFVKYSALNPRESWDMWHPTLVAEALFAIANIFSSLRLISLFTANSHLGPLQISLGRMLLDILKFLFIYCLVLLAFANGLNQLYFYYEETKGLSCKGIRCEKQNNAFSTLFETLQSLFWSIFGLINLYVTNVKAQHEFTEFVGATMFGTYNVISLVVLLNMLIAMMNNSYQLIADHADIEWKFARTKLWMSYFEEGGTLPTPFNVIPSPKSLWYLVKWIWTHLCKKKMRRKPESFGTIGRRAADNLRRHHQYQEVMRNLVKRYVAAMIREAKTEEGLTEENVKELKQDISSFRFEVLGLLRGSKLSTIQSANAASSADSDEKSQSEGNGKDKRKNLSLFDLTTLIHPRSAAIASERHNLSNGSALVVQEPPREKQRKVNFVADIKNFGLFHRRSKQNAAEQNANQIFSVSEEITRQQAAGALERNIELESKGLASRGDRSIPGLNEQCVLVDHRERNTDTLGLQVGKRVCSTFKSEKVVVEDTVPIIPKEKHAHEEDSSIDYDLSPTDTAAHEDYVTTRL
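Assay system: TRPC4beta/mu-opioid receptor HEK293 cell line; compound dosing: single concentration per test compound; detection: Fluo4 Ca2+ flux fluorescence; evaluation: per-well B score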
aSyn 5UTR inh: 5' untranslated region of α-synuclein, MLPCN primary screen | AID 1813 | alpha-synuclein 5'UTR reporter, inhibitor activity | inhibition, % (tested at 7.5 µM) | actives 0.82% (n = 300,000); in the data active means inhibition above about 60%; inconclusive means no clear call, values can overlap the other calls;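 further: H4 neuroglioblastoma cells stably carrying SNCA 5'UTR luciferase fusion; 0% = DMSO wells and 100% = positive control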
TRPC4 agonist: activators of mouse TRPC4 channel | HEK293 TRPC4beta/mu-opioid, Fluo4 calcium fluorescence; stronger effect = higher value | B-score at 10 µM | actives 0.49% (n = 310,000) | AID 2237;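 active means B-score above 5 SD of library B-scores, and initial fluorescence ratio not above library mean plus 5 SD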;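 further: positive B-score marks a calcium rise read as TRPC4 activation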
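Assay system: HEK293 stable line with TRPC4beta plus mu-opioid receptor; schedule: 45 min room-temperature Fluo4 loading, 110 s read; technique: kinetic Fluo4 calcium fluorescence; evaluation: integrated baseline-normalised fluorescence ratio, converted to per-well B score; controls: buffer (low) and maximal DAMGO (high)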
SKKanGAS inh: blocks kanamycin growth of S. pyogenes SKKanGAS strain. BacTiter-Glo, 6 h. inhibition, % at 7.5 µM. actives 1.3% (n = 300,000). AID 1662;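 active means mean replicate score, as percent of positive control median, at least 50; inconclusive means mean below 50 but one replicate at or above 50; inactive means mean and every replicate below 50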;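 further: strain carries kanamycin resistance gene driven by streptokinase promoter and grows in 40 µg/ml kanamycin; loss of luminescence reflects streptokinase promoter inhibition or plain growth inhibition; 0% = median of DMSO wells and 100% = positive control at its reference dose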
TRPC6 inhibitor: mouse TRPC6 channel inhibition; B-score at 10 µM; Q61143; actives 1.1% (n = 310,000); HEK293-TRPC6, membrane potential dye, ACh-evoked depolarization; stronger effect = lower value;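 active means B-score under library mean minus 3 SD, initial fluorescence not abnormally high, positive integrated signal ratio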;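 further: B-score derived from integrated fluorescence ratio over the kinetic read; more negative B-score means stronger inhibition of depolarization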
TRPC4 PAM: allosteric potentiators of mouse TRPC4 channel; Q9QUQ5; HEK293 TRPC4beta/mu-opioid, DAMGO EC20, Fluo-4 Ca2+ flux; stronger effect = higher value; B-score at 10 µM; actives 0.42% (n = 310,000); AID 2227;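 active means B-score of calcium response area above 5 SD of library B-scores, with initial fluorescence ratio within 5 SD of library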;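 further: B-score of integrated fluorescence ratio over time as area under calcium response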
TRPC6 act: activates the mouse TRPC6 cation channel. Q61143. HEK293-TRPC6 membrane potential dye fluorescence; stronger effect = higher value. B-score at 10 µM. actives 0.13% (n = 310,000). AID 2550;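 active means B-score of the integrated fluorescence ratio above library mean plus 3 SD, and starting fluorescence ratio within library mean plus 5 SD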;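 further: higher score means more depolarization so channel activation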
IEC-6 tox: counter-screen for KLF5 inhibitors: cytotoxicity in IEC-6 cells; IEC-6 cytotoxicity, luminescence viability; inhibition, % at 5 µM; actives 0.78% (n = 290,000); AID 1825; in the data active means inhibition above about 22%;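 further: 0% = plate median of test compound wells and 100% = cytotoxic reference compound wells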
MrgX1 antag: blocks BAM8-22 activation of human MrgX1 receptor. MRGX1-HEK293 calcium flux, Fluo-4, BAM8-22 antagonism; stronger effect = lower value. B-score at 10 µM. actives 1.3% (n = 310,000). AID 588676;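 active means calcium-response B-score plate-corrected more than 3 library SD below zero, starting fluorescence within 5 deviations, no agonist response on first addition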;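 further: peak minus trough fluorescence over baseline after final BAM8-22 challenge near maximal dose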
KLF5 inhibitor: kruppel-like factor 5 inhibition; inhibition, % at 5 µM; DLD-1 KLF5 promoter-luciferase reporter, luminescence; actives 0.23% (n = 290,000);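 active means inhibition above a per-plate limit of that plate's mean compound inhibition plus 3 SD, cut at about 60% in these data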;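 further: 0% = DMSO wells and 100% = LY294002 at 200 µM; higher means less KLF5 promoter-driven luciferase light; inactives centre near -14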
An asterisk follows results filed as active; i = inactive; ? = inconclusive; nt = not tested or not shown.

mol	HIF act	TRPC4 inh	aSyn 5UTR inh	TRPC4 agonist	SKKanGAS inh	TRPC6 inhibitor	TRPC4 PAM	TRPC6 act	IEC-6 tox	MrgX1 antag	KLF5 inhibitor
COc1ccc(N2CCN(C(CNC(=O)C(=O)NC3CCCC3)c3ccco3)CC2)cc1 (stereo unspecified)	-0.1	i	-8	i	2	i	i	i	nt	i	nt
COC(=O)c1ccc(NS(=O)(=O)c2c(C)[nH]c(C)c2C(=O)N2CCCC2)cc1	-0.4	i	2	i	0	i	i	i	-2	i	-5
Cc1cccc(CC(=O)N2CCOCC2)c1	0.1	i	5	i	5	i	i	i	-3	i	-48
CCOC(=O)C(=CNc1ccccc1C)C(=O)OCC	-0.2	i	9	i	7	i	i	i	-9	i	-36
O=C(Nc1ccccc1)NN(C(=O)CCl)c1ccccc1	-0.1	i	-125	i	-3	i	i	i	-3	i	-13
CC(=O)N/N=C/c1ccc(OCCOc2ccc(Br)cc2)cc1	0.5	i	-32	i	-12	i	i	i	6	i	-16
OC(COc1ccc2ccccc2c1)Cn1cncn1 (stereo unspecified)	1.5	i	-4	i	7	i	i	i	3	i	-10
COc1cc(CC(=O)Nc2ccc(Cl)c(C(F)(F)F)c2)cc(OC)c1OC	?	i	26	i	-3	i	i	i	5	i	-32
O=C(NCc1cc(C(F)(F)F)cc(C(F)(F)F)c1)C1CC(c2ccccc2C(F)(F)F)=NO1 (stereo unspecified)	-5.5	i	30	i	6	i	i	i	nt	i	nt
CCN(CC)CCCNC(=O)c1ccccc1NC(=O)C1=CSCCO1	-0.2	i	2	i	0	i	i	i	4	i	-19
Cc1cc(N)n(-c2ccc(S(=O)(=O)c3ccc(C(C)C)cc3)cc2)n1	0.1	i	-19	i	2	i	i	i	-3	i	-4
Cc1c(Br)c(C(=O)NNC(=O)c2ccc(C(C)(C)C)cc2)nn1C	4.1	i	-41	i	-5	i	i	i	5	i	-63
CCOc1ccc(/C=C/[N+](=O)[O-])c2ccccc12	-7.5	i	36	i	3	i	i	i	2	i	-9
NC(=O)CSc1nnc(-c2ccncc2)n1-c1ccc(Cl)cc1	-0.3	i	-18	i	1	i	i	i	-2	i	-21
CCCNC(=O)c1c(N)n(-c2ccc3c(c2)OCO3)c2nc3ccccc3nc12	-0.3	i	18	i	5	i	i	i	-6	i	-16
C/C(=N\Nc1nc2ccc(Cl)cc2o1)c1ccccc1	1.0	i	-66	i	68*	i	i	i	-5	i	-24
CCCn1c(N)c(Sc2ccccc2[N+](=O)[O-])c(=O)n(CCC)c1=O	-0.7	i	5	i	-14	i	i	i	2	i	-21
CC(=O)Oc1ccc(/C=C(\NC(=O)c2ccco2)C(=O)NCc2ccccc2)cc1	-0.2	-7*	6	i	-2	i	i	i	-2	i	-5
CC1CCN(S(=O)(=O)c2cccc3cccnc23)CC1	0.4	i	7	i	-2	i	i	i	-6	i	29
N#Cc1nc(-c2cccs2)oc1NCCCN1CCOCC1	nt	i	-10	i	-11	i	i	i	0	i	-4
Cc1cc(C)n(-c2ccc(Cl)c(C(=O)Nc3ccc(-c4nnc5n4CCCCC5)cc3)n2)n1	1.1	i	17	i	14	i	i	i	2	i	-16
Cc1ccsc1/C=N/N1CCN(c2ccccn2)CC1	0.7	i	-94	i	12	i	i	i	-1	i	-46
O=C(Nc1ccc(Br)cc1Br)C1CC(=O)N(Cc2ccccc2)C1 (stereo unspecified)	-0.1	i	15	i	-5	i	i	i	-5	i	-13
Cc1ccccc1OCC(O)CN1CCN(c2ccccn2)CC1 (stereo unspecified)	-0.1	i	-14	i	0	i	i	i	-2	i	-10
CCOC(=O)C(=O)Nc1ccc([N+](=O)[O-])cc1OC	0.1	i	-2	i	4	i	i	i	5	i	-34
CCN(CC)S(=O)(=O)c1ccc(/C=C/C(=O)Nc2ccc(F)c(F)c2F)cc1	nt	i	-41	i	-6	i	i	i	-12	i	-42
Cc1cccc(CCNc2nc3ccc(C)cc3n3cnnc23)c1	2.0	i	-156	i	-2	i	i	i	1	i	-100
COc1ccc(/C=N/NC(N)=S)cc1	0.5	i	-4	i	-4	i	i	i	-2	i	9
O=c1ncn(-c2ccc(F)cc2)c2ncccc12	0.2	i	-13	i	7	i	i	i	0	i	-20
Cc1ccc(C(=O)NC(=S)NNC(=O)c2ccccc2O)cc1	2.0	i	-12	i	102*	i	i	i	-2	i	-1

Compound profiles, from the list above:
Shown for `CCCn1c(N)c(Sc2ccccc2[N+](=O)[O-])c(=O)n(CCC)c1=O` : HIF act = -0.7; TRPC4 inh = i; aSyn 5UTR inh = 5; TRPC4 agonist = i; SKKanGAS inh = -14; TRPC6 inhibitor = i; TRPC4 PAM = i; TRPC6 act = i; IEC-6 tox = 2; MrgX1 antag = i; KLF5 inhibitor = -21
Shown for `O=C(Nc1ccc(Br)cc1Br)C1CC(=O)N(Cc2ccccc2)C1` (stereo unspecified) : HIF act = -0.1; TRPC4 inh = i; aSyn 5UTR inh = 15; TRPC4 agonist = i; SKKanGAS inh = -5; TRPC6 inhibitor = i; TRPC4 PAM = i; TRPC6 act = i; IEC-6 tox = -5; MrgX1 antag = i; KLF5 inhibitor = -13

Two entries from above in a different format.
COc1ccc(/C=N/NC(N)=S)cc1
  HIF act = 0.5
  TRPC4 inh = i
  aSyn 5UTR inh = -4
  TRPC4 agonist = i
  SKKanGAS inh = -4
  TRPC6 inhibitor = i
  TRPC4 PAM = i
  TRPC6 act = i
  IEC-6 tox = -2
  MrgX1 antag = i
  KLF5 inhibitor = 9

O=c1ncn(-c2ccc(F)cc2)c2ncccc12
  HIF act = 0.2
  TRPC4 inh = i
  aSyn 5UTR inh = -13
  TRPC4 agonist = i
  SKKanGAS inh = 7
  TRPC6 inhibitor = i
  TRPC4 PAM = i
  TRPC6 act = i
  IEC-6 tox = 0
  MrgX1 antag = i
  KLF5 inhibitor = -20

Following part
mol	HIF act	TRPC4 inh	aSyn 5UTR inh	TRPC4 agonist	SKKanGAS inh	TRPC6 inhibitor	TRPC4 PAM	TRPC6 act	IEC-6 tox	MrgX1 antag	KLF5 inhibitor
Cn1c(SCc2cccc(Cl)c2)nc(C(F)(F)F)cc1=O	0.1	i	22	i	13	i	i	i	3	i	-35
CC(=O)Nc1ccc(S(=O)(=O)N2CCC(c3nnc(-c4ccc(C)cc4)o3)CC2)cc1	0.0	i	-14	i	7	i	i	i	7	i	-33
CSCc1ccc(C(=O)Nc2ccc(C(N)=O)cc2)cc1	3.7	nt	-141	i	-24	i	i	i	-5	i	-100
COc1ccc(CCCc2n[nH]c(=S)n2C)cc1C	0.1	i	-10	i	5	i	i	i	2	i	-38
O=C(CSc1nncs1)N1CCN(C(=O)c2ccco2)CC1	-0.7	i	-7	i	1	i	i	i	nt	i	nt
CC(C)C(=O)Nc1ccc(-c2nc3ncccc3o2)cc1	0.7	i	-9	i	6	i	i	i	9	i	-53
CCOc1cc(C(=O)NCCCNC(=O)c2cc(OCC)c(OCC)c(OCC)c2)cc(OCC)c1OCC	0.3	i	5	i	-12	i	i	i	nt	i	nt
C/C(=N\Nc1nc(-c2cc(C)ccc2C)cs1)c1cc2ccccc2oc1=O	0.0	i	-47	i	6	i	i	i	-4	i	-12
CCN(CC)C(=O)Cn1cc(SCC(=O)Nc2cc(C)on2)c2ccccc21	-0.8	i	14	i	17	i	i	i	4	i	-7
CCOc1ccc(NC(=O)N2CCC(c3nc4ccccc4[nH]3)CC2)cc1	-0.2	i	-71	i	-15	i	i	i	-3	i	-14
COc1ccc(CNC(=O)C2CCC(CNc3c(N4CCOCC4)c(=O)c3=O)CC2)cc1 (stereo unspecified)	0.0	i	5	i	-4	i	i	i	-6	i	-13
O=C1CCc2cc(S(=O)(=O)NC(Cc3ccccc3)C(=O)NC3CCCC3)ccc2N1 (stereo unspecified)	nt	i	-1	i	3	i	i	i	4	i	-16
Cc1nnc(SCC(=O)NCc2ccco2)n1-c1ccc(F)cc1	-0.1	i	18	i	5	i	i	i	3	i	8
Cc1[nH]c(=O)[nH]c(=O)c1/C=N/NC(=O)[C@H](C)N	-0.1	i	6	i	-6	i	i	i	3	i	1
CC1=C(C(=O)OCC2CCCO2)C(c2ccncc2)C2=C(CCCC2=O)N1 (stereo unspecified)	-0.1	i	-15	i	2	i	i	i	4	i	7
COc1ccc(-n2c3c(cc(C(=O)NNc4ccccc4)c2=O)C(=O)CC(C)(C)C3)cc1	-0.2	i	24	70*	2	i	i	i	-4	i	-11
CC1CCC(NC(=O)c2ccc(NC3=NC4CS(=O)(=O)CC4S3)cc2)CC1 (stereo unspecified)	-0.4	i	-7	i	-1	i	i	i	-2	i	-49
Cc1nnc(NC(=O)c2c(F)c(F)c(F)c(F)c2F)s1	-0.1	i	-73	i	3	i	i	i	4	i	-14
CCC(=O)Nc1cccc(NC(=S)NC(=O)c2cccs2)c1	1.8	i	-161	i	-8	i	i	i	2	i	-81
CCc1cc2c(-c3ccccc3)cc(=O)oc2cc1OCC(=O)NCC1CCC(C(=O)O)CC1 (stereo unspecified)	-0.2	i	24	i	31	i	i	i	-2	i	-6
Cc1cc(C)c(S(=O)(=O)N2CCCCC2CCNC(=O)C(=O)NCc2ccccn2)c(C)c1 (stereo unspecified)	-0.3	i	-13	i	-7	i	i	i	nt	i	nt
Cn1ccnc1-c1nc2ccccc2[nH]c1=O	0.1	i	-24	i	0	i	i	i	2	i	-26
COc1ccc(N2CC(C(=O)N3CCN(Cc4ccc5c(c4)OCO5)CC3)CC2=O)cc1 (stereo unspecified)	0.1	i	20	i	-1	i	i	i	7	i	10
Cc1ccc2nc(-c3ccncc3)cc(C(=O)N3CCOCC3)c2c1	-0.5	i	-4	i	3	i	i	i	3	i	-13

Not a hit list (roughly 5.8% active in at least one column).
